Compound activity from PubChem.
FAS-TE inh = FAS thioesterase (human) inhibition; recombinant FAS-TE, OMFH fluorogenic substrate, fluorescence endpoint; inhibition, % at 15 µM; 360,000 compounds, 0.67% hits; AID 602261;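 active = compounds whose normalised, plate-corrected inhibition of enzyme fluorescence in the single-dose primary screen is 50% or more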;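 note: 0% = DMSO with enzyme and 100% = substrate without enzyme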
CendR NRP1 mod = alters CendR peptide binding to human NRP-1; 360,000 compounds, 0.85% hits; FAM-RPARPAR peptide binding to NRP-1, fluorescence polarization; O14786; inhibition, % at 25 µM;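 active = inhibition or corrected inhibition above about 18%, plus a signal ratio from 0.5 to 1.5, limit read from the data, passing the limit was not always enough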; note: strong numbers were not always called active
MsrA act = activates bovine MsrA enzyme; purified bovine MsrA, absorbance read-out; activation, % at 10.6 µM; 360,000 compounds, 0.3% hits; in the data active = activation above about 7.5%;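 note: 0% = vehicle and 100% = reference activator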
MsrA inhibitor = bovine MsrA inhibition. purified bovine MsrA, absorbance read-out. inhibition, % at 15.5 µM. 360,000 compounds, 0.75% hits. AID 651718; in the data active = inhibition above about 4.5%;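 note: 0% = vehicle wells with enzyme and 100% = reference inhibitor wells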
TbMetRS inhib = Trypanosoma brucei MetRS inhibition. 360,000 compounds, 0.4% hits. inhibition, % at 11.9 µM. purified T. brucei MetRS, ATP depletion, Kinase-Glo luminescence;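 active = inhibition above a per-plate cutoff of the control wells' mean inhibition plus 3 SD, cut at about 5.5% in these data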;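 note: 0% = DMSO wells median and 100% = median of wells with control inhibitor compound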
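Material – parasite MetRS enzyme · Medium – HEPES-MgCl2-KCl buffer plus DTT, spermine, BSA, pyrophosphatase · Reagent – ATP, methionine and E. coli bulk tRNA substrates · Times – 15 min enzyme-compound preincubation, 2 h reaction, 10 min detection, 25 °C · Measured by – luminescence of leftover ATP · Evaluation – percent inhibition relative to median high and low control wells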
MT1-MMP act inh = blocks activation of human MT1-MMP. P50281. HT1080 RFP-PRO-GFP cells, GFP/RFP ratio fluorescence, overnight; percent of plate control window, DMSO zero. GFP/RFP ratio change, % at 20 µM. 360,000 compounds, 0.061% hits. AID 651647;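 active = GFP/RFP ratio change of at least 30% with cell ATP level not reduced by more than half and red fluorescence within 50% of control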; note: strong numbers were not always called active
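Assay system: HT1080 RFP-PRO-GFP cells. Benchmarks: DMSO vehicle wells and RFP-L50D-GFP reporter cell wells. Times: overnight cell settling, then overnight compound exposure, 37 °C, 5% CO2. Compound: 20 µM single dose, 1% DMSO. Read-out basis: GFP/RFP fluorescence ratio.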
SKN-1 inh = blocks SKN-1 activity in C. elegans; C. elegans VP596 Pgst-4::GFP/RFP ratio, acrylamide-induced, 24 h; 360,000 compounds, 0.49% hits; inhibition, % at 21.8 µM; AID 624304;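 active = interference check ratio from 0.5 to 1.5 plus GFP to RFP signal ratio inhibition reaching or exceeding a fixed threshold, cut at about 30% in these data, passing the limit was not always enough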; note: some compounds called inactive have numbers as strong as hits
PABP1 MLLE inh = blocks PAM2 peptide binding to the PABP1 MLLE domain | GST-MLLE / FITC-PAM2 fluorescence polarization | inhibition, % at 20 µM | 360,000 compounds, 0.36% hits | AID 588489; in the data active = inhibition above about 35%, passing the limit was not always enough;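 note: plate controls were DMSO wells with GST-MLLE for no effect and wells lacking GST-MLLE protein for full effect; some results filed as inactive read as strong as hits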
Target sequence (P11940 whole entry, looked up, the tested form may be a part): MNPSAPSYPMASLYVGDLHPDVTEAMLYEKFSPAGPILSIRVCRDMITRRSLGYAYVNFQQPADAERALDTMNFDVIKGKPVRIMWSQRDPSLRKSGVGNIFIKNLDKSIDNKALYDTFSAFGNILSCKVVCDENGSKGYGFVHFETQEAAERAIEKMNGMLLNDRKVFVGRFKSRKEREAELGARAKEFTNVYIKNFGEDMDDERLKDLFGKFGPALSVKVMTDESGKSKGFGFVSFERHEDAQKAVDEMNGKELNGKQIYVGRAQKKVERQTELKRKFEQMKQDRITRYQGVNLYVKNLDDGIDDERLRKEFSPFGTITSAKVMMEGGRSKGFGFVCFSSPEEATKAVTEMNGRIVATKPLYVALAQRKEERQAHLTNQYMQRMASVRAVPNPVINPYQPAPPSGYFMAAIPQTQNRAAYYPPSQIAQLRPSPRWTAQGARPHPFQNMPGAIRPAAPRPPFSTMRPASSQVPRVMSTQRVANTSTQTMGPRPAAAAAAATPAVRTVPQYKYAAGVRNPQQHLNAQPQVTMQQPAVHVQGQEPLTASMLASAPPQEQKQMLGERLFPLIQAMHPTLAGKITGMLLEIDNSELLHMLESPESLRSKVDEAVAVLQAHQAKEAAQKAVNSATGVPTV
E coli Lon inh = inhibits E. coli Lon protease; purified E. coli Lon protease, fluorescence polarization; 360,000 compounds, 0.42% hits; inhibition, % at 7.94 µM; P0A9M0; in the data active = inhibition above about 13%, passing the limit was not always enough;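 note: 0% = enzyme with probe and DMSO and 100% = no enzyme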
The depositor's hits bear a star; x = not tested or not shown. Not a hit list, and some 4% of all compounds hit somewhere here.

Results follow in this order: FAS-TE inh, CendR NRP1 mod, MsrA act, MsrA inhibitor, TbMetRS inhib, MT1-MMP act inh, SKN-1 inh, PABP1 MLLE inh, E coli Lon inh
COc1cc(C(C)=O)ccc1OCC(=O)OCCCOC(=O)COc1ccc(C(C)=O)cc1OC
 : -10, 3, -3, 0.1, -0.4, -3, -1, -10, -5
CC(C)(O)C#Cc1ccc(CN2CCN(CCc3ccccc3)C(CCO)C2)s1 (stereo not given)
 : -11, -13, 0, 0.6, -0.1, -4, -1, -5, -10
CN1C(=O)[C@H]2[C@@H](c3ccc(C(F)(F)F)cc3)N[C@]3(CCCN(Cc4ccc(C(F)(F)F)cc4)C3=O)[C@H]2C1=O
 : 15, -1, -1, -0.5, -1.0, 5, 13, 1, -3
Cc1csc(NC(=O)CSc2nnc3c4ccccc4nc(C(C)(C)C)n23)n1
 : 10, -5, -1, -0.8, 0.5, -11, 21, -28, 3
CCC(Sc1nc2ccccc2c(=O)[nH]1)C(=O)Nc1ccc(C(C)=O)cc1 (stereo not given)
 : -1, 1, -7, 4.0, -1.1, 2, 4, -21, -5
CNC(=O)c1[nH]nc2c1CCc1cc(OC)ccc1-2
 : -3, -2, -4, 1.2, -1.0, 5, -10, 0, -1
CCOC(=O)c1nn(-c2ccccc2F)c2nc(-c3ccco3)c(C#N)c(=O)n12
 : 14, -1, -3, 0.8, 0.4, -1, 4, 5, 4
CCN(c1ccc2c(c1)OCO2)S(=O)(=O)c1cc2c(cc1Br)CCN2C(=O)C1CC1
 : 26, -13, -1, 0.3, -0.3, -6, 13, 3, -3
O=C(CSc1nc2ccccc2o1)N1CCOCC1
 : -5, 22, -3, -0.8, -0.2, -4, -1, 6, -6
COc1ccccc1NC=C1C(=O)OC(C)(C)OC1=O
 : -10, -7, -12, 5.5*, -0.7, 3, 4, 1, -6
Nc1ncnc(N2CCOCC2)c1N
 : -9, 6, -4, -1.5, 0.6, 2, 13, -1, -3
NC(=O)c1ccc(NC(=O)COc2cccc3ccccc23)cc1
 : -4, -9, -3, -1.0, -0.3, 1, -3, -15, -6
CCCc1c(C(=O)O)cnn1-c1ccc(Cl)cc1
 : -3, 4, -2, 0.1, 2.7, -3, -2, 5, -22
COCC1CCN(Cc2c(C(=O)N3CCc4ccccc4C3)nc3ccc(Cl)cn23)C1 (stereo not given)
 : -5, -8, -5, 0.8, 0.4, -15, -1, 49, 6
COC(=O)[C@]1(C)N[C@H](CN(C)S(=O)(=O)c2ccc(C(F)(F)F)cc2)[C@@H]2C(=O)N(C)C(=O)[C@@H]21
 : -16, -8, 1, -1.8, 0.7, -1, -1, -7, -15
CCn1c(Cc2ccccc2)nnc1SCC(=O)NC1CC1
 : -5, 10, 2, 0.1, -0.8, 3, 9, 8, -2
NC(=S)N/N=C/c1ccccc1O
 : -10, -6, -4, 3.2, 0.1, 3, -8, 17, 8
CCc1cc(=O)[nH]c(SC/C=C/c2ccccc2)n1
 : -8, 20, -4, x, -0.3, 6, 8, 1, 0
CSc1ccc(CN(C)C(=O)C(Cc2ccccc2)NC(=O)c2ccccc2)cc1 (stereo not given)
 : 13, 7, -1, -0.8, 0.5, -8, -6, -2, -9
C=CCNC(=S)Nc1ccccc1
 : -11, -3, -1, 0.4, 0.3, -1, 6, 4, -1
Cn1cc(/C=N/n2cnc3scc(-c4ccc(Cl)cc4)c3c2=O)c2ccccc21
 : 16, 6, 1, -0.3, 0.2, 13, -1, 5, 2
CC(=O)Nc1ccc(NC(=O)COC(=O)c2c3c(nc4ccccc24)CCN(Cc2ccccc2)C3)cc1
 : 4, -12, 3, 0.9, 0.7, -11, 15, -11, -10
O=C(CNC(=O)c1ccc(Br)o1)Nc1cccc(-c2cnc3ccccc3n2)c1
 : -5, -15, -2, -0.1, -0.9, 13, 11, -11, -4
CCOc1cc(CNc2ccc(N(C)C)cc2)cc(Br)c1OCC(=O)NC(C)(C)C
 : -8, 5, -4, -0.3, -0.3, -1, -17, 1, 1
Cc1nc2ccccc2[nH]c1=O
 : -1, -6, -4, 1.9, -0.3, -3, 8, 0, -3
CC(C)(C)NC(=O)CCN(/N=C/c1ccncc1)C1=NS(=O)(=O)c2ccccc21
 : 1, 6, -4, 1.1, -0.4, -4, 23, -1, 0
COc1c(C)cccc1C(=O)NCCCNC(=O)c1ccc(C)nc1
 : -3, 3, 0, -0.1, 0.2, 3, -11, 5, 1
c1ccc(N2CCN(c3nc4ccccc4n4cnnc34)CC2)cc1
 : 10, 3, -3, 1.9, 0.4, 1, 0, 14, -16
C=CCSC1=C(C#N)C(c2ccccc2C)CC(=O)N1 (stereo not given)
 : 0, 4, -2, -1.3, -1.0, -1, 11, 21, 0
CN1CCN(C(=O)C2CCN(S(=O)(=O)c3cnc[nH]3)CC2)CC1
 : -8, 2, -2, 0.9, -0.1, -6, 11, 1, -1
COc1ccc(Nc2ncc(C(=O)N3CCN(Cc4ccccc4)CC3)c3ccccc23)cc1
 : 14, 24, -1, 2.5, -0.2, 8, -3, -3, 0
CS(=O)(=O)c1cccc(-c2nnc(NC(=O)C3=COCCO3)o2)c1
 : -9, 3, -3, 0.4, 0.0, 7, 13, -3, 1
Cc1ccc(CC(=O)O/N=C(\N)c2cccc([N+](=O)[O-])c2)cc1
 : 23, -4, -5, -0.3, -0.6, 3, 14, -7, -4
CN(Cc1ccco1)C(=O)C1CCCN(c2ncnc3c2nc2n3CCCCC2)C1 (stereo not given)
 : 0, 19, -4, -0.8, 0.0, 0, -11, 10, 5
CC(C)c1ccc2oc(=O)cc(CN3CCOCC3)c2c1
 : -4, -15, -3, 0.4, -0.4, 0, 15, 0, 9
C/C(=N/NS(=O)(=O)c1ccc(F)cc1)c1ccc(NC(=O)c2ccc(C)o2)cc1
 : 4, -7, -2, 1.4, -1.4, 1, 11, 2, -4
CC(=O)N1CCN(S(=O)(=O)c2cccc(C(=O)NCCc3ccc(Cl)cc3)c2)CC1
 : 3, 4, -1, 0.5, -0.1, -4, 12, -7, -15
CC[C@@H](Nc1ncnc2c1oc1ccccc12)C(=O)O
 : -7, 6, -1, -0.6, 3.5, 3, -4, -2, -5
O=C(C[C@H]1C/C=C\C[C@H](NC(=O)OCC2c3ccccc3-c3ccccc32)C(=O)OC[C@@H]2CCCN2C1=O)N[C@H](CO)Cc1ccccc1
 : -3, -10, 4, x, -0.2, -5, 1, -8, 5
Cc1ccc(C)c(N2CCN(C(=O)CCc3nc(-c4ccccc4)no3)CC2)c1
 : 23, -11, 3, 1.5, -0.7, 2, 16, -7, 10
CC[C@]12c3[nH]c4ccc(OC)cc4c3CCN1C(=O)C(CC(=O)NCCC1=CCCCC1)C[C@@H]2C(=O)N1CCN(C(=O)C2CC2)CC1 (stereo not given in full)
 : 1, -3, 1, -0.7, -0.1, 2, -2, 7, 9
Cc1ccc(S(=O)(=O)N2CCCCC2CCNC(=O)C(=O)NC2CCCC2)cc1 (stereo not given)
 : 6, 8, 0, -0.1, 0.3, -9, 3, 7, -3
Cc1onc(-c2c(F)cccc2Cl)c1C(=O)c1ccc(F)cc1
 : 14, 3, -14, -1.5, -1.4, 5, -10, -5, 9
Cn1c(CNC(=O)CCNC(=O)c2cccc(Br)c2)cc(=O)n(C)c1=O
 : -1, -2, -12, -0.7, -1.2, 6, -2, 0, -4
O=C(O)COc1ccccc1O
 : -8, 2, -11, 0.1, -0.8, -1, 8, -7, 1
Cc1ccccc1NC(=O)C1c2cccc[n+]2CC(=O)N1c1c(C)cccc1C (stereo not given)
 : -14, -35, -4, -0.6, -0.3, -16, 13, -83, -8
CCN(CC)CCCn1c2c(c(SCC(=O)Nc3cccc(C(C)=O)c3)nc1=O)CCC2
 : -8, 9, -6, 0.3, -0.5, 0, 0, 0, -3
O/N=C/c1cc(Br)ccc1OCc1cccc(F)c1
 : -12, -2, -7, 1.1, 0.3, -9, -4, -2, -10
CCCNC(=O)N1CCCC(C(=O)c2cccc(Cl)c2)C1 (stereo not given)
 : -10, 16, -9, 0.2, -0.9, -2, -3, -1, -4
CCCCC(O)(c1ccc(CC)cc1)C(CN1CCOCC1)c1ccccc1 (stereo not given)
 : 18, -3, 0, -1.0, 0.1, -41, -8, 2, -1
O=C(CSc1nnc(COc2ccccc2Cl)o1)NC(=O)NCc1ccco1
 : -13, -14, -9, -0.8, -1.2, -2, -9, -55, 3
COc1ccc(/C=N/NC(=O)c2ccc(NC(=O)c3cccc([N+](=O)[O-])c3)cc2)c(C(=O)O)c1OC
 : 0, 8, -14, 4.6*, -1.2, 1, 2, -9, 1

8 neighbouring records from above, quoted:
Results follow in this order: FAS-TE inh, CendR NRP1 mod, MsrA act, MsrA inhibitor, TbMetRS inhib, MT1-MMP act inh, SKN-1 inh, PABP1 MLLE inh, E coli Lon inh
COc1ccc(Nc2ncc(C(=O)N3CCN(Cc4ccccc4)CC3)c3ccccc23)cc1
 : 14, 24, -1, 2.5, -0.2, 8, -3, -3, 0
CS(=O)(=O)c1cccc(-c2nnc(NC(=O)C3=COCCO3)o2)c1
 : -9, 3, -3, 0.4, 0.0, 7, 13, -3, 1
Cc1ccc(CC(=O)O/N=C(\N)c2cccc([N+](=O)[O-])c2)cc1
 : 23, -4, -5, -0.3, -0.6, 3, 14, -7, -4
CN(Cc1ccco1)C(=O)C1CCCN(c2ncnc3c2nc2n3CCCCC2)C1 (stereo not given)
 : 0, 19, -4, -0.8, 0.0, 0, -11, 10, 5
CC(C)c1ccc2oc(=O)cc(CN3CCOCC3)c2c1
 : -4, -15, -3, 0.4, -0.4, 0, 15, 0, 9
C/C(=N/NS(=O)(=O)c1ccc(F)cc1)c1ccc(NC(=O)c2ccc(C)o2)cc1
 : 4, -7, -2, 1.4, -1.4, 1, 11, 2, -4
CC(=O)N1CCN(S(=O)(=O)c2cccc(C(=O)NCCc3ccc(Cl)cc3)c2)CC1
 : 3, 4, -1, 0.5, -0.1, -4, 12, -7, -15
CC[C@@H](Nc1ncnc2c1oc1ccccc12)C(=O)O
 : -7, 6, -1, -0.6, 3.5, 3, -4, -2, -5
